Compound activity deposited in PubChem by National Center for Advancing Translational Sciences (NCATS).
TRb-SRC2 inh – TRbeta-SRC2 interaction inhibition; Potency, µM (series often up to 106 µM), without a hit: top-dose activity change, negative = inhibition, actives largely listed as inhibitors; P10828; TRbeta-SRC2 peptide binding, fluorescence polarization; receptor liganded with 1 µM T3; hit rate 0.065% among 280,000;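 also: potency is read from the fitted curve at half-maximal effect; plate controls were bound peptide for no effect and peptide without receptor for full effect; nearly all actives have a fitted effect of over 50% in size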
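Fluorescence polarization of 20 nM Texas Red SRC2 peptide (20-aa NR interaction domain) bound to 0.6 uM human TRb ligand-binding domain, with 1 uM T3, after 5 hr at ambient temperature; inhibition seen as decreased polarization.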
NPSR antagonist – neuropeptide S receptor (human) antagonism, cAMP; hit rate 1% among 220,000; Potency, µM (top dose mostly 38.3 µM), inactives show at the top dose activity change, negative = inhibition, most hits filed as inhibitors; CHO-NPSR cells, cAMP TR-FRET, antagonist mode; also: potency is read from the fitted curve at half-maximal effect; % is scaled to controls: 0 for no effect and ±100 for the full control effect; nearly all actives have a fitted effect of over 50% in size; many of its hits are not listed in these tables
Target sequence (Q6W5P4 whole entry, looked up): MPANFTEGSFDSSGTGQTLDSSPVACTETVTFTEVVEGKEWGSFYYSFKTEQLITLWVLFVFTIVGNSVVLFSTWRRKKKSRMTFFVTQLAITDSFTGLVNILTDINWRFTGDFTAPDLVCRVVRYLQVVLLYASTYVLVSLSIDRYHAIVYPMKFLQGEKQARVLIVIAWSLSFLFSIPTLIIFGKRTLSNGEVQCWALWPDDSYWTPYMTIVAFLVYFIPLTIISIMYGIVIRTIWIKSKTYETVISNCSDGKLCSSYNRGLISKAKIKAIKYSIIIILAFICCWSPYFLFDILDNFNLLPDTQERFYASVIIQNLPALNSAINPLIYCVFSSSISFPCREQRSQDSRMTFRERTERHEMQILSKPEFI
GLA spleen mod – alpha-galactosidase A (human) modulation | hit rate 0.008% among 240,000 | P06280 | human spleen homogenate, 4MU-alpha-Gal fluorescence, 40 min | AID 2107 | Potency, µM (series often up to 80 µM), without a hit: at the top dose activity change, negative = inhibition, most hits filed as inhibitors;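 also: potency is read from the fitted curve at half-maximal effect; 0% = enzyme with vehicle and -100% = no enzyme basal signal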
Target sequence (P06280 32-429 limits assumed): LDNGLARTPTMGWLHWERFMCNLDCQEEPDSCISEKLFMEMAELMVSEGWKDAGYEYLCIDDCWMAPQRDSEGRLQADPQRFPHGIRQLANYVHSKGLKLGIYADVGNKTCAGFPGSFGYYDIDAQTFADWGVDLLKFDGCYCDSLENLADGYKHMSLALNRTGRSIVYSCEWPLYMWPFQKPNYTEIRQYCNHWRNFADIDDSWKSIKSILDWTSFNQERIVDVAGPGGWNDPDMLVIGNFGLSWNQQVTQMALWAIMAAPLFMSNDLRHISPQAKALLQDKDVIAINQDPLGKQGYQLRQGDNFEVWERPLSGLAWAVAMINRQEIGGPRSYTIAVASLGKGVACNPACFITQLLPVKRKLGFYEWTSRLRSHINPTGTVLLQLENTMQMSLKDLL
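Human spleen homogenate (1 ug) as enzyme source, 4-methylumbelliferyl-alpha-D-galactopyranoside 1 mM final, citrate/phosphate pH 5.0 with 0.01% Tween-20. Compounds 40 min at 37C, NaOH/glycine stop; fluorescence Ex 365/Em 440, Hill-fit AC50.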
CBFb RUNX1 block – CBF-beta/RUNX1 interaction disruption. Potency, µM (titrated, usually from 59.8 µM), for the others: at the top dose activity, negative = inhibition, actives largely listed as inhibitors. AlphaScreen CBFb-His/RUNX1-biotin binding, biochemical. 230,000 tested, under 10 active. AID 1477; also: % of control where 0% means no effect
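Compounds were screened at multiple concentrations against a preformed CBF-beta(His)/RUNX1(biotin) complex (30 nM of each) for 15 min at room temperature, followed by 90 min with nickel and streptavidin beads and AlphaScreen reading.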
Tau fibril FP – blocks human tau fibril formation measured by polarization; P10636; K18 P301L tau heparin fibrillization, Alexa594 FP, 6 h; Potency, µM (titrated, usually from 57.7 µM), for inactives: top-dose activity, negative = inhibition, most hits filed as inhibitors; hit rate 0.39% among 280,000; AID 1468; also: potency is read from the fitted curve at half-maximal effect; % is scaled to controls: 0 for no effect and ±100 for the full control effect; nearly all actives have a fitted effect of over 55% in size
Target sequence (P10636 561-689 P618L limits assumed): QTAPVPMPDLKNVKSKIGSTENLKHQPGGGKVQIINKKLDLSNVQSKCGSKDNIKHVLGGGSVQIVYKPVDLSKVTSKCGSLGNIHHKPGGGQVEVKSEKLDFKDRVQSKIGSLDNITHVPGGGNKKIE
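Steps: dispense K18 P301L tau (15 uM plus 0.24 uM Alexa 594 tracer, final) in pH 7 sodium acetate; add compound; add heparin (20 uM final); incubate 6 hr, 37 C; add ThT (30 uM final); after 1 hr ambient, read FP.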
TR SRC2 fluor cs – counter-screen for TRb-SRC2 inhibitors: fluorescence interference. Potency, µM (doses to about 106 µM), for the others: at the highest dose fluorescence change, negative = quenching. hit rate 0.29% among 280,000. TRb/SRC2 Texas Red total fluorescence interference. AID 1479; active = well fitted curve in either direction with a large enough effect; inconclusive = small, poorly fitted or top-dose-only effect; also: potency is read from the fitted curve at half-maximal effect; % is scaled to controls: 0 for no effect and ±100 for the full control effect
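Flags fluorescent or light-absorbing compounds by total fluorescence, S + 2P, at 555 nm excitation and 632 nm emission. Mixture: 20 nM Texas Red SRC2 peptide, 0.6 uM human TRb LBD, 1 uM T3, 5% DMSO; compound exposure 5 h at ambient temperature.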
Tau fluor counter – counter-screen for tau fibril formation inhibitors; tau K18 P301L Alexa594 fluorescence, heparin fibrillization; Potency, µM (titrated, usually from 57.7 µM), for the others: at the top dose activity change, negative = decrease; hit rate 0.93% among 280,000; AID 1463; also: potency is read from the fitted curve at half-maximal effect; % is scaled to controls: 0 for no effect and ±100 for the full control effect; nearly all actives have a fitted effect of over 55% in size
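Human tau K18 P301L (15 uM unlabeled, 0.24 uM Alexa 594-labeled) in 100 mM sodium acetate pH 7 with 20 uM heparin, 6 hr at 37 C. ThT 30 uM added, 1 hr ambient; Alexa 594 FP and total fluorescence read at 555/632 nm.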
Epigenetic reg – epigenetic control regulation, reporter derepression. murine LDR cells, GFP reporter derepression, 30 h. Potency, µM (highest dose often 53.9 µM), for the others: at the top dose GFP activation, actives largely listed as activators. hit rate 0.2% among 280,000. AID 1865; also: potency is read from the fitted curve at half-maximal effect; % of control where 0% means no effect; nearly all actives have a fitted effect of over 60% in size
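In this reporter-derepression format, murine cells bearing a silenced integrated CMV-GFP locus incubate with test compound (30 h, 37 C), then are washed and imaged; fluorescent objects of 20–120 um count as induced cells.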
The depositor's hits bear a star; ? = inconclusive; / = not tested or not shown; & = joins results of further samples; [ ] = another dose, or the depositor's remark. Unless noted, calls follow the shape of the dose curve; as a rule, active = well fitted curve in the direction sought with a large enough effect; inconclusive = small, poorly fitted or top-dose-only effect, or another doubt; inactive = no such curve, though single readings can be large; an effect the other way counts as inactive or inconclusive. Not all compounds are listed; rates above refer to the full screens.

SMILES	TRb-SRC2 inh	NPSR antagonist	GLA spleen mod	CBFb RUNX1 block	Tau fibril FP	TR SRC2 fluor cs	Tau fluor counter	Epigenetic reg
Cc1nc(NC2=NCN(Cc3cccnc3)CN2)nc2ccccc12	-2%	2%[46.1 µM]	1%	8%	5%	-2%	2%	-0.2%
CCCCN(C)C(=O)c1nc2ccccn2c1CNCCCn1nnc2ccccc21	-12%	1%	-4%	6%	6%	0%	-5%	1.5%
CCOC(=O)N1CCN(S(=O)(=O)c2ccc(C)cc2)C1	-2%	-33%	6%	-1%	3%	-1%	2%	-0.8%
CN(C(=O)c1ccc2c(c1)N(Cc1ccccc1F)C(=O)c1ccccc1S2(=O)=O)C1CCCCC1	-10%	/	/	/	-1%	0%	-20%	0.0%
COc1ccc(-n2c(Cc3cccn3C)nnc2SCC(=O)Nc2cccc(F)c2)cc1	3%	-2%	-5%	-4%	5%	-1%	-8%	-1.0%
Cc1cccc(C)c1OCCCn1c(CCNC(=O)C2CCCCC2)nc2ccccc21	-4%	/	/	/	-4%	-1%	-19%	-4.1%
Cc1ccc(Cn2c(=N)n(CC(=O)c3ccccc3)c3ccccc32)cc1	4%	-46%	1%	4%	5%	-5%	-18%	2.2%
NS(=O)(=O)c1ccc(CCNC(=O)CSc2nc3ccsc3c(=O)n2CCCCC(=O)O)cc1	5%	16%	0%	-4%	-8%	-3%	-6%	1.1%
COC(=O)[C@H](Cc1ccccc1)NC(=O)O[C@H]1C(=O)c2cc(OC)ccc2O[C@@H]1c1ccc(OC)c(Br)c1	0%&-2%	/	8%&-8%	4%&-4%	2%&-2%	-1%&0%	-8%&-3%	0.8%&1.1%
CCOC(=O)c1cccc(NC(=O)C(CC(C)C)N2Cc3ccccc3C2=O)c1 (stereo unspecified)	4%	/	/	/	6%	-1%	-8%	1.1%
c1ccc(N2CCN(c3nc(-c4ccccn4)nc4ccccc34)CC2)cc1	5%	-21%[46.1 µM]	16%	/	9%	-2%	-26%	-1.0%
CSc1sc(C(=O)NC(=O)NCc2ccncc2)c(C)c1-c1ccon1	-15%	31%	-1%	11%	-7%	0%	-18%	1.1%
O=C(CN1CCSc2ccccc21)NCCCc1ccccc1	-1%	-7%	-10%	-8%	6%	-5%	-29%	1.1%
O=C(NC1CC2CCC(C1)N2C(=O)NCc1ccccc1)NC12CC3CC(CC(C3)C1)C2 (stereo unspecified)	-1%	1%[46.1 µM]	2%	2%	-5%	-2%	-3%	-2.2%
COC(=O)c1[nH]c2cccc(OC)c2c1NC(=O)CN1CCOCC1	-7%	0%[46.1 µM]	3%	1%	3%	1%	4%	-0.7%
Cn1c(=O)c(C(=O)Nc2cnccn2)c(O)c2ccccc21	-15%	-16%[46.1 µM]	-8%	-6%	2%	-2%	2%	-4.0%
CCOC(=O)N1CCN(C(=O)COc2cccc3c2CCN(Cc2ccc(F)cc2)C3=O)CC1	-3%	22%	2%	2%	5%	2%	-3%	-1.0%
O=[N+]([O-])c1ccc2[nH]c(O)c(N=NC(=S)NCC3CCCO3)c2c1 (stereo unspecified)	-9%	-9%	3%	-5%	?	2%	-19%	-1.8%
OCc1nc2ccccc2n1CC(O)COc1ccccc1 (stereo unspecified)	0%	-8%[46.1 µM]	1%	2%	7%	2%	5%	0.8%
CCC(C)NC(=O)c1cccc(NC(=O)c2nsc3ccccc23)c1 (stereo unspecified)	-1%	/	/	/	-3%	0%	-14%	7.9%
Cc1cc(C)c(S(=O)(=O)N2CCOC2CNC(=O)C(=O)NCc2cccnc2)c(C)c1 (stereo unspecified)	7%	11%	6%	2%[2.36 µM]	-6%	0%	-8%	-0.4%
Cc1cccc(-c2nc3c(cnn3-c3ccccc3)c(=O)n2-c2ccc(Cl)cc2)c1	3%	/	/	/	-6%	7%	?	-0.8%
O=C1CCCCC(=O)c2ccccc2N1	7%	-11%[46.1 µM]	2%	3%	-6%	2%	-1%	-3.7%
COc1cc(C2Oc3nc(SC)nnc3-c3ccccc3N2C(C)=O)cc(Cl)c1OC (stereo unspecified)	3%	/	/	/	1%	-1%	-22%	0.3%
CCCn1nnc(NC(=O)COc2ccc(CC)cc2)n1	5%	-2%[46.1 µM]	-2%	4%	-4%	-3%	-6%	3.0%
Next compounds follow:
SMILES	TRb-SRC2 inh	NPSR antagonist	GLA spleen mod	CBFb RUNX1 block	Tau fibril FP	TR SRC2 fluor cs	Tau fluor counter	Epigenetic reg
COC(=O)c1c(C)oc2ccc(N(C(=O)c3ccncc3)S(=O)(=O)c3c(C)cc(C)cc3C)cc12	-4%	/	/	/	10%	-1%	-8%	-2.5%
COc1ccc(N(C)C(=O)c2cc3c(s2)-c2ccccc2S(=O)(=O)C3)cc1	4%	-21%	-13%	-6%	-3%	-1%	?	8.8%
COc1ccc(C)cc1NC(=O)C(Sc1nnc(Nc2ccccc2F)s1)c1ccccc1 (stereo unspecified)	-4%	-49%	7%	5%	?	-9%	?	0.0%
CC(C)(C)c1ccc(OC(=O)c2cccnc2)cc1	?	-4%	2%	-1%	6%	1%	6%	-1.0%
CCCc1c(C)[nH]c2ccc(NC(C)=O)cc2c1=O	3%	-6%[46.1 µM]	9%	20%	5%	-5%	-1%	-1.5%
O=C(C1=NN[C@@H]2C(=O)N(Cc3ccccc3)C(=O)[C@H]12)c1ccc(F)cc1	5%	2%	-4%	9%	0%	0%	-4%	0.1%
CCCCn1nc(-c2ccccc2)c2nc3ccccc3nc21	-16%	-2%[46.1 µM]	4%	9%	?	1%	-21%	11%
O=C(CN1C(=O)C2CCCCN2c2ccc(C(=O)N3CCCC3)cc21)NCc1ccccc1F (stereo unspecified)	6%	/	/	/	1%	-1%	11%	-1.7%
O=C(Cn1cnc2c(cnn2-c2ccc(F)cc2)c1=O)OCc1ccccc1	-1%	-9%[46.1 µM]	-3%	-12%	?	-2%	-8%	1.7%
Cc1ccc(C)n1-n1cnc2sc3c(c2c1=O)CCC3	-3%	-10%[46.1 µM]	8%	0%	0%	1%	-3%	-0.9%
COC(=O)c1cn(NC(=O)Cc2ccc(Cl)cc2)c(=O)c2ccccc12	-2%	16%	1%	20%	-5%	-4%	-23%	0.0%
Nc1cc2nn(-c3ccccc3)nc2cc1Cl	0%	5%	3%	9%	?	-1%	?	2.0%
COC(=O)C1=C(C)NC2=C(C(=O)CC(C)(C)C2)C1c1cnn(C)c1C (stereo unspecified)	0%	7%	10%	6%	-4%	0%	-1%	0.1%
CC(C)CCOc1ccc(C(CC(N)=O)C(=O)O)cc1 (stereo unspecified)	-6%	-9%[46.1 µM]	2%	-1%	-1%	-1%	-3%	-5.1%
COc1ccc(-c2nn(-c3ccccc3)cc2CNCCN2CCOC2=O)c(F)c1	7%	-9%	?	-2%	10%	-1%	-16%	0.1%
Cn1c(CNc2nc(-c3ccccc3)cs2)nnc1SCC(=O)OC1CCCCC1	6%	-16%[46.1 µM]	1%	-5%	4%	2%	-8%	-1.1%
COc1ccc(-c2cc(C(F)(F)F)n3ncc(-c4ccccc4)c3n2)cc1	-3%	/	/	/	-7%	-1%	-15%	?
O=C(NCc1ccco1)c1cnc2sccn2c1=O	-11%	2%[46.1 µM]	-8%	2%	-9%	0%	8%	-0.4%
Cc1cccc(N2CCN(S(=O)(=O)c3ccc4[nH]c(=O)c(=O)[nH]c4c3)CC2C)c1 (stereo unspecified)	-1%	-7%[46.1 µM]	0%	-10%	3%	-1%	-20%	1.0%
COC(=O)c1c(NS(=O)(=O)c2ccccc2)csc1C	-1%	10%	0%	0%	-3%	-4%	-23%	1.1%
CC(=O)N/C(N)=N/c1nc(=O)c2ccccc2s1	1%	3%	4%	2%	-9%	-2%	-5%	2.0%
CCOC(=O)N1CCN(C(=O)NC23CC4CC(CC(C4)C2)C3)CC1	7%	5%[46.1 µM]	-12%	2%	5%	-1%	11%	-2.0%
O=C(N1CCOCC1)N1CCOCC1	-17%	-12%[46.1 µM]	4%	4%	-7%	3%	-6%	-3.3%
COc1ccc2[nH]c(C)c(CCNC(=S)Nc3ccccc3C)c2c1	-2%	-9%	2%	-10%	10%	-5%	?	1.1%
Cc1ccc(NC(=O)C(=O)NCC2CCCO2)cc1 (stereo unspecified)	-9%	16%	-6%	2%	-4%	-1%	-2%	0.0%

Some entries already given, showing only TRb-SRC2 inh:
Compound	TRb-SRC2 inh
COc1cc(C2Oc3nc(SC)nnc3-c3ccccc3N2C(C)=O)cc(Cl)c1OC (stereo unspecified)	3%
CC(C)(C)c1ccc(OC(=O)c2cccnc2)cc1	?

Next entries
SMILES	TRb-SRC2 inh	NPSR antagonist	GLA spleen mod	CBFb RUNX1 block	Tau fibril FP	TR SRC2 fluor cs	Tau fluor counter	Epigenetic reg
CCc1cnc2c(c1SCC(=O)c1ccc(OC)cc1)c(=O)n(C)c(=O)n2C	-7%	/	/	/	2%	1%	-10%	-1.5%
COc1cc(CNCc2ccccn2)ccc1OCC(=O)NC1CCCCC1	9%	22%	-3%	-1%	2%	3%	-6%	-1.0%
O=C(Nc1noc2ccccc12)c1ccc(F)cc1	0%	/	/	/	1%	7%	-10%	-1.9%
COC(=O)c1sc(NC(=O)/C=C/c2ccc(OC)c(OC)c2)c(C(=O)OC)c1C	-2%	/	/	/	-14%	-1%	-21%	2.2%
CCOC(=O)CSc1nnc(CNC(=O)c2ccc(OC)c(OC)c2)n1C	-16%	-1%[46.1 µM]	4%	10%	-7%	1%	-6%	0.9%
Cc1ccc([N+](=O)[O-])cc1S(=O)(=O)NCCc1c(C)[nH]c2c(C)cccc12	-3%	-25%	0%	-8%	12%	-1%	-21%	-0.9%
Cn1nnnc1SCc1ccc([N+](=O)[O-])cc1	1%	12%	0%	3%	-2%	-3%	6%	0.0%
Cc1ccccc1CSCC(=O)NC1CCCC1	0%	-7%[46.1 µM]	0%	6%	-12%	-1%	-10%	6.8%
